Screening results (PubChem BioAssay)
E-sel inducer: E-selectin induction on HUVECs; P16581; HUVEC E-selectin immunofluorescence imaging; normalized: neutral wells 0, TNF-alpha wells 100; activation, % at 7.58 µM; actives 0.37% (n = 260,000);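 active = mean E-selectin-positive cell signal at least 10% of the positive control, reached in at least 60% of replicates, without over 20% cell loss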;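 also: in these data hits start at about 27%; measured in HUVEC primary endothelial cells; signal is the percent of cells scored E-selectin positive by PE staining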
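System: HUVEC / Compound: single concentration / Signal: immunofluorescence imaging / Read-out: percent E-selectin-positive cells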
Casp6 inh: blocks human caspase-6 cleavage activity; P55212; purified caspase-6, Z-VEID-R110 cleavage fluorescence; inhibition, % at 12.5 µM; AID 686996; actives 0.53% (n = 350,000);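 active = mean inhibition across replicates at least about 35%, with every replicate also reaching that limit, limit read from the data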;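 also: 0% = median of neutral control wells and 100% = no fluorescence left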
Target sequence (P55212 24-179 limits assumed): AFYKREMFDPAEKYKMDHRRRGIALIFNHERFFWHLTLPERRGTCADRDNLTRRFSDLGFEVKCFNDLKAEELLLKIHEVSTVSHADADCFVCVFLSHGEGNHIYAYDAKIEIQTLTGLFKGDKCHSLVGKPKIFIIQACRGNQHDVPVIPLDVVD
Target sequence (P55212 194-293 limits assumed): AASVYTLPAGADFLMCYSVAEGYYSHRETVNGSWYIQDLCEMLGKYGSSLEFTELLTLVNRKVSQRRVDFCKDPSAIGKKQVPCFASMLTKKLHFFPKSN
RAD54 branch: RAD54 (human) branch migration inhibition | Q92698 | RAD54 Holliday junction branch migration, FAM/BHQ fluorescence | inhibition, % at 10.4 µM | actives 0.14% (n = 360,000);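 active = mean normalized replicate activity at least 40 and at least half of replicates scoring 40 or more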;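 also: 0% = median of neutral control wells and 100% = median of positive control wells; inhibitors cause a drop in the FAM fluorescence signal; in these data hits start at about 50%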
Target sequence (Q92698 whole entry, looked up): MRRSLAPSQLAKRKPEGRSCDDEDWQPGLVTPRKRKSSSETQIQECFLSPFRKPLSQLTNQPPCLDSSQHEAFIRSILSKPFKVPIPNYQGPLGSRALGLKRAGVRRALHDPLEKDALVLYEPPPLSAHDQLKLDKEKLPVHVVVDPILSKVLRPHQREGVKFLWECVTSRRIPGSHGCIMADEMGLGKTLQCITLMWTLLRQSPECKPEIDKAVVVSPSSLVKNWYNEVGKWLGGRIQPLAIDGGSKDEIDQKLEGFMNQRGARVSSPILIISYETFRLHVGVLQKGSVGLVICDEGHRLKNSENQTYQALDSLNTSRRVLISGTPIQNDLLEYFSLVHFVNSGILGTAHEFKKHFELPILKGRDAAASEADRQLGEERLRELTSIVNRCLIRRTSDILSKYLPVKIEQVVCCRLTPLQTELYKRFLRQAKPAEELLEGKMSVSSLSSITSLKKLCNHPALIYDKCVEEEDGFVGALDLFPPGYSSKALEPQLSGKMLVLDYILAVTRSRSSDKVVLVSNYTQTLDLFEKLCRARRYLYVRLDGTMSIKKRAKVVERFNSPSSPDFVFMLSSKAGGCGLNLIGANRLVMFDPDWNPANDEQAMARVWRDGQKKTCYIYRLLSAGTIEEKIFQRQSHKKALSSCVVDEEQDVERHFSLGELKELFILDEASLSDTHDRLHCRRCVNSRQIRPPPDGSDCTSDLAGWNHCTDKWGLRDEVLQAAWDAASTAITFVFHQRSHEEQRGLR
esBAF inh: inhibitors of esBAF chromatin remodeling in mouse ES cells. Bmi1-luciferase knock-in reporter, 24 h; 100% = twice the neutral-well signal. AID 602393. reporter increase, % at 12.5 µM. actives 2% (n = 350,000); in the data active = activation above about 40%;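 also: 0% = median of the plate's neutral control wells and 100% = double that signal; a rise in the Bmi1 reporter signal indicates esBAF inhibition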
ARNT-TACC3 inh: ARNT/TACC3 interaction disruption. Q9Y6A5. AlphaScreen His-ARNT PAS-B/GST-TACC3 binding, luminescence; TACC3 fragment carries E629A point mutation. inhibition, % at 9.99 µM. actives 0.66% (n = 390,000). AID 623870;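 active = mean inhibition of replicates at least 50% and at least half of replicates each reaching 50%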;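 also: 0% = complete ARNT plus TACC3 wells and 100% = ARNT alone without TACC3; many hits fall short of the cut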
ERp5 inh: inhibitors of human ERp5; actives 0.05% (n = 350,000); AID 651711; inhibition, % at 9.99 µM; ERp5 insulin aggregation, absorbance 650 nm, 90 min;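 active = mean replicate inhibition above about 25%, with every replicate also reaching it, limit read from the data, passing the limit was not always enough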
PglD inh: PglD (C. jejuni) enzyme inhibition; actives 0.098% (n = 360,000); inhibition, % at 12.5 µM; AID 602405; purified PglD enzyme, DTNB colorimetric CoA detection; in the data active = inhibition above about 16%, passing the limit was not always enough; also: strong numbers were not always called active
RAD52 anneal inh: inhibitors of human RAD52 DNA annealing. P43351. recombinant RAD52 DNA annealing, FRET fluorescence. inhibition, % at 18.7 µM. actives 0.46% (n = 360,000). AID 651710;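 active = every replicate showing at least 50% inhibition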
* hit, by the source's call; . = no result given; & = joins results of further samples.

Compound,ARNT-TACC3 inh,ERp5 inh,esBAF inh,E-sel inducer,PglD inh,RAD52 anneal inh,Casp6 inh,RAD54 branch
CCCNC(=O)C[C@H]1CC[C@H]2[C@H](COc3ccc(NC(=O)c4cccs4)cc3C(=O)N2C)O1,4,-3,-4,0.2,4,2,0,3
COc1ccnc(Oc2ccccc2)c1C#N,-2,-2,9,.,8,0,-2,0
Nn1c(COc2ccccc2F)nnc1SCC(=O)NC1CCCC1,-5,9,-5,0.0,-4,-2,-4,1
CCc1ccccc1OCC(=O)OCC(=O)c1c(N)n(C)c(=O)n(C)c1=O,-8,-1,.,.,.,-7,2,.
CCCCc1nc(SCCN2CCOCC2)c2c(=O)n(C)c(=O)n(C)c2n1,29,4,.,.,.,-4,-6,.
O=S(=O)(c1ccccc1)N1CCCN(S(=O)(=O)c2ccccc2)CC1,3,1,2,.,5,-9,2,0
O=C(Nc1c(Cl)ccc2nsnc12)c1cccnc1,-4,-3,.,-0.6,2,-1,2,-17
CN(Cc1ccccn1)C(=O)CC1C(=O)NCCN1Cc1ccc(F)cc1Cl (centres undefined),2,-1,-9,.,-1,-55,-1,3
O=C1CCC(c2ccccc2)c2ccccc21 (centres undefined),.,-1,2,-0.2,1,-13,2,-11
C[C@H]1O[C@H]1P(=O)(O)O,4,-4,3,0.1,-5,-24,2,8

A second format for part of the listing above.
O=S(=O)(c1ccccc1)N1CCCN(S(=O)(=O)c2ccccc2)CC1
  ARNT-TACC3 inh: 3; ERp5 inh: 1; esBAF inh: 2; E-sel inducer: .; PglD inh: 5; RAD52 anneal inh: -9; Casp6 inh: 2; RAD54 branch: 0

O=C(Nc1c(Cl)ccc2nsnc12)c1cccnc1
  ARNT-TACC3 inh: -4; ERp5 inh: -3; esBAF inh: .; E-sel inducer: -0.6; PglD inh: 2; RAD52 anneal inh: -1; Casp6 inh: 2; RAD54 branch: -17

Carrying on.
Compound,ARNT-TACC3 inh,ERp5 inh,esBAF inh,E-sel inducer,PglD inh,RAD52 anneal inh,Casp6 inh,RAD54 branch
O=C(COC(=O)Cc1c(Cl)cccc1Cl)NCCC1=CCCCC1,-1,1,.,0.0,-2,-8,1,-8
C[C@H](CO)N1C[C@H](C)[C@@H](CN(C)C(=O)NC2CCCCC2)OCc2cnnn2CCCC1=O,-1&-7,-2&-5&-3,0&-4&-2,1.5&0.1,-3&1&1,-5&6&-6,-1&0&2,1&1&-8
C=CC[C@H](CC(=O)N(CCO)Cc1ccccc1)C(=O)N[C@H](COC(=O)[C@@H](CC=C)CC(=O)OC(C)(C)C)Cc1c[nH]c2ccccc12,-7,-3,5,-0.2,2,4,0,-2
COc1cc(C(=O)NNC(=O)c2ccc(NC(=O)C(C)(C)C)cc2)cc(OC)c1OC,-1,0,1,3.9,0,-11,2,-3
O=C1CN(C(=O)COC(=O)CCc2ccccc2O)c2ccccc2N1,0,1,2,.,4,3,3,4
CCOc1ccc(S(=O)(=O)N2CCC(C(=O)Nc3ccccc3N3CCCC3)CC2)cc1,.,-3,-5,-0.3,10,-27,-3,-20
COc1ccc(-c2cc(C(=O)OCC(=O)Nc3ccc4c(c3)OCO4)c3ccccc3n2)cc1,1,-3,.,-0.1,-4,-15,-3,2
O=C(COC(=O)c1cccc(S(=O)(=O)N2CCN(c3ccccc3)CC2)c1)NCc1ccco1,-2,.,-4,.,0,.,.,6
CCOC(=O)c1c(-c2ccccc2)nc2c(C)cccn12,-12,.,-1,-0.8,0,.,.,-10
O=C1N/C(=N/N=C/c2ccc(F)cc2)SC1c1ccccc1 (centres undefined),.,-7,26,0.5,-2,0,0,0

Next entries:
Compound,ARNT-TACC3 inh,ERp5 inh,esBAF inh,E-sel inducer,PglD inh,RAD52 anneal inh,Casp6 inh,RAD54 branch
CCN(CC)C(=O)C1CCCN(C(=O)CCn2nnnc2CN2CCOCC2)C1 (centres undefined),-1,-13,-11,0.4,7,3,-1,-4
COc1ccccc1NC(=O)N1C[C@@H](O)COC[C@H]2O[C@@H](CC(=O)NCc3ccccc3)CC[C@@H]21,-6,4,4,0.1,0,3,2,11
C=CCOC(=O)C1=C(C)Nc2nnnn2C1c1ccc(OC)cc1OC (centres undefined),-4,.,2,.,-8,.,.,-6
Cc1ccccc1CNC(=O)c1ccccc1SCC(=O)NCc1ccco1,-1,4,-3,-0.1,0,-23,5,-21
Cc1ccc(C)c(Cn2nnc3c(=O)[nH]c(C4CCN(C(=O)c5ccco5)CC4)nc32)c1,-3,2,-5,.,0,-19,2,0
CCOc1ccccc1CNCC1CCCO1 (centres undefined),-31,6,-3,0.1,0,5,0,-5
Cc1ccc(S(=O)(=O)N(C)C[C@@H]2Oc3cc(C#Cc4ccncc4)ccc3S(=O)(=O)N([C@@H](C)CO)C[C@H]2C)cc1,30,-2,-9,.,7,-78,2,-7
CCCC12CN3CC(CCC)(CN(C1)C3C(O)C(O)C(O)CO)C2=O (centres undefined),-12,.,-22,.,6,.,.,-2
COc1ccc(NC(=O)Nc2ccc3c(c2)C(=O)N([C@@H](C)CO)C[C@@H](C)[C@H](CN(C)Cc2ccncc2)O3)cc1,-17,1,-4,-2.5,4,14,1,-6
O=C(NC1CCN(C(=S)Nc2ccccc2)CC1)C1CCCCC1,2,1,0,0.1,.,-8,-5,.

Other results follow:
Compound,ARNT-TACC3 inh,ERp5 inh,esBAF inh,E-sel inducer,PglD inh,RAD52 anneal inh,Casp6 inh,RAD54 branch
C/C(CC(=O)NCCN1CCOCC1)=N\NC(=O)c1ccncc1,7,2,.,.,.,-7,-3,.
Nc1ccc(S(=O)(=O)N2CCC(Cc3ccccc3)CC2)cc1,-4,2,2,0.3,-5,-1,-3,-4
N#C/C(=C\c1cccs1)C(=O)c1ccccc1,-3,-1,.,1.8,.,-13,-2,.
COc1ccc(-c2nc(Cn3c(SCc4ccc(C)cc4)nc4ccncc43)c(C)o2)cc1OC,-1,-6,12,0.5,0,-44,10,5
O=C1CCCCCN1Sc1ccccc1,-14,.,-5,.,1,.,.,-15
C[C@H](CO)N1C[C@H](C)[C@@H](CN(C)C(=O)Nc2ccccc2)OCCCC[C@H](C)Oc2ccc(NC(=O)Cc3ccccc3)cc2C1=O,-9,3,3,.,1,-10,0,5
CC(=O)OCC(=O)Nc1c(C)cccc1C,.,-3,.,-0.1,.,-1,-3,.
CCOc1ccccc1NC(=O)Cn1c(=O)c(OCC)nc2cnccc21,-7,.,-2,.,1,.,.,-1
O=C(Nc1nncs1)c1ccc(Br)c(S(=O)(=O)N2CCCC2)c1,0,.,-6,.,-7,.,.,-4
CN(C(=O)COC(=O)c1cc(S(=O)(=O)N2CCCCC2)ccc1N1CCOCC1)C1CCS(=O)(=O)C1 (centres undefined),-9,3,-6,-0.1,-13,-7,1,10

The list goes on:
Compound,ARNT-TACC3 inh,ERp5 inh,esBAF inh,E-sel inducer,PglD inh,RAD52 anneal inh,Casp6 inh,RAD54 branch
O=C(OCc1ccccc1)N1Cc2ccnnc2CC1c1ccccc1Br (centres undefined),.,-1,-2,-5.8,0,-20,0,-4
CN(C[C@H]1N[C@@H](CO)[C@@H]1c1ccc(-c2cccnc2)cc1)C(=O)c1ccccc1,-3,.,-13,-0.1,-7,.,.,5
Cc1ccc(-n2c(Cc3cccs3)nnc2SCC(=O)Nc2ccc(S(N)(=O)=O)cc2)cc1,26,.,-1,.,4,.,.,0
CCn1c(SCC(=O)Nc2nc3ccccc3s2)nnc1-c1ccc(OC)cc1,-3,.,15,.,1,.,.,-8
CCOC(=O)c1sc2nc(C)nc(N3CCN(c4ncccn4)CC3)c2c1C,-2,-4,.,.,.,-1,-6,.
COc1cccc(C#Cc2cnc3c(c2)C(=O)N([C@@H](C)CO)C[C@H](C)[C@@H](CN(C)C(=O)C2CCOCC2)O3)c1,0,1,-2,0.5,0,9,0,-1
CC(C)(C)Nc1c(C2CCNCC2)nc2c(OCc3ccccc3)cccn12,.,-7,-5,-0.1,0,33,-6,0
O=C(C1CCCCC1)N1CC(=O)N2[C@H](C1)[C@@H](c1ccc(Br)cc1)[C@@H]2CO,.,-2,.,0.0,.,4,3,.
CC1CCCCC12NC(=O)N(CC(=O)NCc1ccccc1)C2=O (centres undefined),-5,-6,-5,-0.2,6,-13,0,3
COc1ccccc1CCNC(=O)c1cccc(NC(=O)CC2SC(N3CCCCC3)=NC2=O)c1 (centres undefined),-8,1,7,-0.2,-1,-33,0,1

Further entries:
Compound,ARNT-TACC3 inh,ERp5 inh,esBAF inh,E-sel inducer,PglD inh,RAD52 anneal inh,Casp6 inh,RAD54 branch
C[C@H](CO)N1C[C@H](C)[C@H](CN(C)C(=O)Nc2ccc3c(c2)OCO3)Oc2ccc(NC(=O)Nc3ccccc3)cc2CC1=O,-10,-3,-2,-0.1,1,-5,1,5
Cc1ccc(S(=O)(=O)N[C@H]2CC[C@H](CCn3cc(-c4cccnc4)nn3)O[C@H]2CO)cc1,-1,-4,10,3.3,-10,1,-1,-4
CC(C)C#Cc1cnc2c(c1)C(=O)N([C@@H](C)CO)C[C@H](C)[C@@H](CN(C)C(=O)c1cccc(F)c1)O2,-9,-12,0,-0.2,4,8,-2,4
CCCN(Cc1cc2cc(C)ccc2[nH]c1=O)S(C)(=O)=O,2,.,-6,-0.6,-1,.,.,2
O=C(Cn1cnc2ccccc21)N1CCN(S(=O)(=O)c2ccccc2)CC1,-3,-83,.,1.8,.,-4,-3,.
CCOc1ccc(C(=O)N(CN2CCCC2=O)c2ccccc2)cc1,1,5,6,.,2,-7,1,9
Clc1ccccc1OCc1nnc(-c2ccccc2Br)o1,-7,.,115*,.,0,.,.,-5
N#Cc1cccc(-c2ccc3c(c2)[C@H]2[C@H](CCN2C(=O)CN2CCOCC2)[C@@H](CO)N3)c1,0,.,-2,-0.2,2,.,.,0
COc1cc(OC)cc(C(=O)Oc2c(CN3CCOCC3)cc(Cl)c3cccnc23)c1,41*,2,0,0.0,-1,-7,0,3
CC(C)C(N)c1csc(Nc2ccc(C(=O)c3ccccc3)cc2)n1 (centres undefined),.,4,-9,0.2,.,28,9,4

The listing continues:
Compound,ARNT-TACC3 inh,ERp5 inh,esBAF inh,E-sel inducer,PglD inh,RAD52 anneal inh,Casp6 inh,RAD54 branch
Cc1nn(CCCC(=O)NCCc2ccccc2)c(C)c1[N+](=O)[O-],-1,-6,-7,0.3,.,4,3,.
COc1ccc(-c2nc3ncccn3c2Nc2ccccc2)cc1,4,-3,.,.,.,-15,-1,.
Cc1cccc(CN2CCN(C(=O)CCc3nnc(C4CCCCC4)o3)CC2)c1,4,4,0,-0.1,2,-25,-1,-16
C[C@H](CO)N1C[C@H](C)[C@H](CN(C)C(=O)CN(C)C)Oc2cc(-c3cccnc3)ccc2S1(=O)=O,-1,-1,6,0.0,-4,-1,-4,-2
Cc1ccc(NC(=O)NNC(=O)C2CCN(Cc3ccc(F)cc3Cl)CC2)cc1,.,3,.,1.5,.,-13,-2,.
CCCCc1nc(C(N)=O)c2[nH]c(=O)n(-c3ccc(OC)cc3OC)c2n1,1,.,-3,.,-3,.,.,1
Oc1c(-c2cc(-c3ccco3)[nH]n2)ccc2ccccc12,-3,.,65*,.,-3,.,.,-17
CC(C)NC(=O)Nc1ccc2c(c1)CC(=O)N([C@@H](C)CO)C[C@@H](C)[C@@H](CN(C)S(C)(=O)=O)O2,.,10,-7,.,-1,-5,2,2
CCc1ccc(-n2c(=S)sc3c(=O)[nH]c(SCC(=O)NC4CCCCC4)nc32)cc1,.,0,-3,-0.2,0,-11,-3,-1

Outcome played no part in choosing rows. Share with any hit: about 3.2%.
